GLD-1 RNA inh: GLD-1/TGE RNA complex disruptors, primary screen, biochemical, fluorescence polarization. AID 2280, 2010. actives 0.44% (n = 320,000). purified GLD-1 + fluorescein TGE RNA. inhibition, % at 5.96 µM;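 active = percent inhibition above a per-plate cutoff, the plate mean of test compounds plus 3 SD, cut at about 30% in these data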;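 also: 0% = DMSO wells with GLD-1 and probe and 100% = wells lacking GLD-1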
TPT1 inh: Candida albicans TPT1 enzyme inhibitors, primary screen, biochemical, fluorescence polarization; AID 1962, 2009; inhibition, % at 5 µM; actives 0.81% (n = 300,000); recombinant caTPT1, FP RNA substrate dephosphorylation; tRNA 2'-phosphotransferase TPT1 (Candida albicans SC5314);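 active = inhibition above the mean of all tested compounds plus 3 SD, set per screening campaign, cut at about 24% in these data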;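 also: plate controls were DMSO alone for no effect and ferristatin control at 100 nM for full effect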
PME-1 inh: PME-1 inhibitors via competitive probe labeling, primary screen, biochemical, fluorescence polarization, FP-Rh probe, HTS; recombinant PME-1; inhibition, % at 5.9 µM; actives 0.53% (n = 320,000); Protein phosphatase methylesterase 1 (Homo sapiens), Q9Y570; AID 2130, 2009;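 active = inhibition above the campaign mean of all compounds plus 3 SD, cut at about 26% in these data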;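 also: competitive labeling of PME-1 active site by serine hydrolase directed probe; 0% = PME-1 with DMSO and 100% = wells lacking PME-1 enzyme; inhibitors block probe labeling so polarization falls and inhibition rises; many of its hits are not listed in these tables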
PAD4 inh: human PAD4 inhibitors, primary screen, biochemical, fluorescence polarization, 1536-well format; recombinant PAD4, RCA probe fluorescence polarization; inhibition, % at 6.36 µM; Protein-arginine deiminase type-4 (Homo sapiens), Q9UM07; actives 0.41% (n = 330,000);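 active = percent inhibition above a cutoff equal to the mean of all tested compounds plus 3 SD, cut at about 15% in these data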;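 also: 0% = PAD4 with RCA probe and DMSO and 100% = probe without PAD4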
Bcl-xL primary: inhibitors of human Bcl-xL, primary screen, biochemical, fluorescence polarization, HTS | AID 2129, 2009 | GST-Bcl-xL / FITC-Bim BH3 peptide fluorescence polarization | inhibition, % at 10.9 µM | Bcl-2-like protein 1 (Homo sapiens), Q07817 | actives 0.7% (n = 320,000);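 active = inhibition above the mean of all tested compounds plus 3 SD, cutoff set per campaign, cut at about 30% in these data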;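 also: 0% = DMSO wells and 100% = unlabeled Bim-BH3 peptide competitor; inhibitors lower millipolarization by displacing the labeled peptide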
Target sequence (Q07817 whole entry, looked up): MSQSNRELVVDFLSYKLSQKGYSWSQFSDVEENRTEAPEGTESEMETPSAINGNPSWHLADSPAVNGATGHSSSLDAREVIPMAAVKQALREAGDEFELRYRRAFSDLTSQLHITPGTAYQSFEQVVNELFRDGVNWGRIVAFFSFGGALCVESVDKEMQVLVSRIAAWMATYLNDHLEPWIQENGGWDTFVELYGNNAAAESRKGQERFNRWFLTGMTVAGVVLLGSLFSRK
MEX-5 binding: MEX-5 zinc finger RNA-binding disruptors – biochemical, C. elegans, fluorescence polarization, MLPCN library, primary screen; Zinc finger protein mex-5 (Caenorhabditis elegans), Q9XUB2; activity score (negative = inhibition of binding), % at 10 µM; MEX-5/FITC-TCR2 RNA binding; stronger effect = lower value; AID 1832, 2009; actives 0.38% (n = 300,000);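 active = inhibition past about -25% in most replicates, and total fluorescence under double the plate's negative control median, limit read from the data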;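 also: 0% = DMSO and -100% = 5 µM competing unlabeled TCR2 RNA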
Target sequence (Q9XUB2 whole entry, looked up): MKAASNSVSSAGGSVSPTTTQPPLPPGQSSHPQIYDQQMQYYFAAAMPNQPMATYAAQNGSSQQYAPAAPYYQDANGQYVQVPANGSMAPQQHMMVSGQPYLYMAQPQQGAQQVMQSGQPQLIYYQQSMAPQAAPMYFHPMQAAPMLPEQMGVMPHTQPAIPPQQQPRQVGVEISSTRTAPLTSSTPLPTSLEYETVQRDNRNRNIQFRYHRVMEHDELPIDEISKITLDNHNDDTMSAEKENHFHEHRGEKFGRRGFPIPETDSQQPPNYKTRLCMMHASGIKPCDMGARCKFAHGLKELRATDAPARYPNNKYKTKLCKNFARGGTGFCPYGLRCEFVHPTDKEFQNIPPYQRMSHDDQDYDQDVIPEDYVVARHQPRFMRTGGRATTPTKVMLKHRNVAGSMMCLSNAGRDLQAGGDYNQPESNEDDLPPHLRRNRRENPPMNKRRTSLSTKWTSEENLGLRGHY
GSTO1 inh: inhibitors of recombinant GSTO1, primary screen, counter-screen for RBBP9 inhibitor project, biochemical, fluorescence polarization; Glutathione S-transferase omega-1 (Homo sapiens), P78417; activity-based probe fluorescence polarization; AID 1974, 2009; inhibition, % at 5.96 µM; actives 1.1% (n = 300,000);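 active = inhibition above the campaign mean inhibition plus 3 SD, cut at about 35% in these data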;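 also: 0% = GSTO1-1 with DMSO and 100% = wells lacking GSTO1-1 enzyme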
Target sequence (P78417 whole entry, looked up): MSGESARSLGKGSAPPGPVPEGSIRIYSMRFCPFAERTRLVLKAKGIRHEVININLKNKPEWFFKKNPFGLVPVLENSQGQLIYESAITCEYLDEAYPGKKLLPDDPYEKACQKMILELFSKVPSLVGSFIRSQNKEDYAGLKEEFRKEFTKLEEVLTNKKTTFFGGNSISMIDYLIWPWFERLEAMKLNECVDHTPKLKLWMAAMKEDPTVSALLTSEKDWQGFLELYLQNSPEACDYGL
MCL1 BIM primary: inhibitors of MCL1 binding to BIM-BH3, primary screen, biochemical, fluorescence polarization; Induced myeloid leukemia cell differentiation protein Mcl-1 (Homo sapiens), Q07820; GST-MCL1 / FITC-Bim-BH3 fluorescence polarization; inhibition, % at 10.9 µM; actives 0.68% (n = 320,000);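 active = inhibition above the mean inhibition of all tested compounds plus 3 SD, set per campaign, cut at about 40% in these data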;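 also: 0% = DMSO wells and 100% = unlabeled Bim-BH3 peptide control; higher means more loss of mP so more displacement of Bim peptide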
Fam108B counter: mouse Fam108B serine hydrolase inhibitors, primary screen, counter-screen for RBBP9 inhibitor project, biochemical, fluorescence polarization | recombinant Fam108B, FP-Rh probe fluorescence polarization | inhibition, % at 9.51 µM | actives 0.33% (n = 300,000) | AID 1947, 2009;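 active = inhibition above the screen mean inhibition plus 3 SD, computed separately per campaign, cut at about 18% in these data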;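 also: inhibitors lower polarization as less probe binds the enzyme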
Starred values were filed as active, the others as inactive; / = not tested or not shown. This is a subset; the hit share may differ from the screen's.

Each structure is followed by: GLD-1 RNA inh, TPT1 inh, PME-1 inh, PAD4 inh, Bcl-xL primary, MEX-5 binding, GSTO1 inh, MCL1 BIM primary, Fam108B counter
[1] COc1ccc(N(C(=O)c2csnn2)C(C(=O)NC2CCCC2)c2cccs2)cc1 (configuration not stated)
 : -5, 1, -2, 1, 4, 2.6, 5, 10, -2
[2] O=C(CNC(=O)CNC(=O)c1ccc(Cl)cc1Cl)NCc1cccc(Cl)c1
 : 1, 1, 2, 0, -5, 0.4, 0, -19, 0
[3] COc1ccccc1CN(Cc1cccnc1)S(=O)(=O)c1ccc(-n2cnnn2)c(OC)c1
 : 6, 0, 14, 1, 4, -1.7, 6, -1, 2
[4] CCOC(=O)CCn1c(CC(=O)OCC)nc2ccccc21
 : -4, -2, -3, 3, 4, 0.8, 2, 7, 1
[5] CC(C)(C)c1cc(CN2CCN(CCO)CC2)cc(C(C)(C)C)c1O
 : 5, 2, -1, 2, 2, -3.4, 2, 6, -3
[6] C=CCNC(=O)CCNS(=O)(=O)c1ccc(Br)cc1
 : 4, 0, -6, 4, 4, /, 5, 5, 1
[7] COc1ccccc1CNC(=O)C1CCN(S(=O)(=O)c2ccc3c(c2)CC(C)N3C(=O)C2CC2)CC1 (configuration not stated)
 : 6, -2, 11, 5, 3, 0.0, 0, 6, 0
[8] CC(C)CCN1CCNC(=O)C1CC(=O)N(C)CCCN1CCOCC1 (configuration not stated)
 : -3, -1, 2, -2, 7, 3.0, -2, 9, -1
[9] CC(=O)N1CCN(Cc2nc3cc(NC(=O)COc4cccc(C)c4)ccc3n2C)CC1
 : 4, 1, 3, -1, 2, -5.1, -5, 3, 0
[10] Cc1ccc(S(=O)(=O)Nc2c(C)nc3nc(C)[nH]n3c2=O)cc1
 : 9, -2, 0, -5, 0, 1.1, -1, -1, 2

(cont.)
Each structure is followed by: GLD-1 RNA inh, TPT1 inh, PME-1 inh, PAD4 inh, Bcl-xL primary, MEX-5 binding, GSTO1 inh, MCL1 BIM primary, Fam108B counter
[11] C=CCN1C(=O)c2ccc(C(=O)OCC(=O)N3CCN(c4ccccc4)CC3)cc2C1=O
 : 5, -2, 5, 3, 0, -0.6, 9, -4, 3
[12] CC(C)(C)N=C1C([N+](=O)[O-])=CC=C2C1=NC1(CCCCC1)N2O
 : -3, -2, 12, -4, 5, -2.3, 18, 5, 2
[13] Cn1cc([N+](=O)[O-])c(C(=O)N/N=C/c2ccc([N+](=O)[O-])cc2)n1
 : 4, -2, -2, 0, 4, -0.2, 5, 5, 0
[14] O=C(/C=C/c1ccc(F)cc1)NCc1cccs1
 : 8, 0, -3, 5, -3, 0.6, 0, -7, -1
[15] O=C(CNC(=O)C12CC3CC(CC(C3)C1)C2)NC1=NCCS1
 : 0, -1, 2, 5, 8, -5.9, 3, 12, 1
[16] O=C(CCNC(=O)c1ccc(Cl)cc1)NCC(c1ccco1)N1CCCCC1 (configuration not stated)
 : -8, -1, 0, 0, -1, 0.1, 3, -6, -1
[17] Cc1cc(C)c(C#N)c(SCCS(=O)(=O)Cc2ccccc2)n1
 : 7, -1, 7, -3, 4, -1.4, 2, 9, -1
[18] Cc1cc(C)c2cc(C=O)c(Cl)nc2c1
 : 5, -2, -3, -4, 0, 0.8, 7, -3, 4
[19] OC1c2cc(Br)ccc2N=C2CCCN21 (configuration not stated)
 : 0, 7, 4, -4, 1, 1.2, 5, -2, 3
[20] COc1ccc(C(=O)Nc2nnc(SCC(=O)NCc3ccco3)s2)cc1OC
 : -2, -1, -3, -3, -1, -3.5, -1, 5, 3

More results follow.
Each structure is followed by: GLD-1 RNA inh, TPT1 inh, PME-1 inh, PAD4 inh, Bcl-xL primary, MEX-5 binding, GSTO1 inh, MCL1 BIM primary, Fam108B counter
[21] O=[N+]([O-])c1cc([N+](=O)[O-])c(Oc2c(F)cccc2F)cc1NN1CCCCC1
 : -5, -1, 4, -1, 1, -1.7, 9, 3, 4
[22] CN1CCN(C(=O)c2ccccc2NC(=O)C(C)(C)C)CC1
 : 2, -3, -2, 0, 2, 2.6, 0, 0, 2
[23] Cc1ccc2c(c1)c(Sc1ccccc1)c(CC(=O)O)n2C
 : 3, -4, 1, -1, 5, -3.4, -3, 6, 0
[24] Cn1nnnc1SCC(=O)N1CCN(Cc2ccccc2)CC1
 : 2, -3, 2, -3, 7, -1.1, -5, 11, -1
[25] NS(=O)(=O)c1ccc(N=Cc2c(O)c3ccccc3oc2=O)cc1
 : 5, -6, 0, -2, 8, -12, -3, 0, 0
[26] COc1ccc(OC)c(CN2CCN(Cc3cccc4ccccc34)CC2)c1
 : -8, -1, 4, 0, 2, -1.5, 3, -14, -6
[27] O=C(CCN1C(=O)[C@@H]2Cc3ccccc3CN2C1=O)N[C@H](C(=O)O)c1ccccc1
 : 5, 0, -9, -1, 0, -0.7, 5, 8, 4
[28] CCc1ccc(NS(=O)(=O)c2ccc(OC)c(C)c2)cc1
 : 4, -3, 14, -1, 1, 3.0, 10, -2, 1
[29] CC1=C(C(=O)Nc2ccccc2)C(c2ccco2)C(C#N)=C(SCC(=O)OC(C)C)N1 (configuration not stated)
 : 7, 1, -13, 0, 8, -3.0, -10, 8, -6
[30] O=C(CSc1ccccc1C(=O)O)c1ccc([N+](=O)[O-])cc1
 : -6, 2, -5, -3, 4, 1.1, 8, 11, -2

(continued)
Each structure is followed by: GLD-1 RNA inh, TPT1 inh, PME-1 inh, PAD4 inh, Bcl-xL primary, MEX-5 binding, GSTO1 inh, MCL1 BIM primary, Fam108B counter
[31] COc1cccc(C(=O)NC(=S)Nc2ccccc2N2CCCCC2)c1
 : 0, -1, -18, -1, 8, 0.7, -7, 7, -4
[32] CC(C)(C)NC(=O)C1CCC(C)(C(=O)O)C1(C)C (configuration not stated)
 : 3, 0, 2, 0, 1, -0.5, -6, 2, 3
[33] O=C(NCc1ccccc1)C12CN(Cc3ccccc3)CC1C(c1cccc([N+](=O)[O-])c1)=NO2 (configuration not stated)
 : 9, -3, 2, -2, 2, 0.1, -1, 1, 3
[34] O=C(COC(=O)c1ccccc1[N+](=O)[O-])NNC(=O)c1cccs1
 : 4, -3, -1, 1, -3, -1.4, 1, -16, 0
[35] Cc1ccc(N(CC(=O)NCC2CCCO2)C(=O)CCC(=O)Nc2ccccn2)cc1C (configuration not stated)
 : -5, 3, 2, -2, 0, 0.9, -2, -2, 2
[36] Cc1ccc(S(=O)(=O)NCC(=O)OCCOc2cccc(Cl)c2)cc1
 : -5, /, 7, 0, -1, /, /, 2, /
[37] COc1ccc2nc(SCc3cccnc3)c(C#N)cc2c1
 : -6, 0, -3, -4, 6, -1.5, 1, 4, -4
[38] CNC(=S)N(Cc1cc2ccc(OC)cc2[nH]c1=O)CC1CCCO1 (configuration not stated)
 : 6, 6, 0, 2, -3, -1.8, 0, 0, -5
[39] Cc1ccc(-n2ccc(=O)c(C(=O)Nc3ccc(S(=O)(=O)N4CCOCC4)cc3)n2)cc1
 : -5, 0, 0, 1, -2, 0.0, -2, 5, 1
[40] NC(=O)c1sc2nc(-c3ccccc3)ccc2c1N
 : -6, 4, 14, -7, -4, -0.6, 3, 7, 3

(cont.)
Each structure is followed by: GLD-1 RNA inh, TPT1 inh, PME-1 inh, PAD4 inh, Bcl-xL primary, MEX-5 binding, GSTO1 inh, MCL1 BIM primary, Fam108B counter
[41] Cc1sc2ncn(CC(=O)N3CCC(C(N)=O)CC3)c(=O)c2c1S(=O)(=O)N1CC(C)CC(C)C1 (configuration not stated)
 : 2, 1, 4, -4, 4, 0.0, 3, 9, -4
[42] CNC(=O)CN(c1cc(C)ccc1C)S(C)(=O)=O
 : 4, -5, -1, 0, 1, -4.9, 4, -2, -2
[43] COc1ccc2c(c1OC)C(=O)N(c1cccc(NC(C)=O)c1)C2
 : 3, -4, -4, 2, 2, -0.1, -3, -3, 4
[44] Cc1cc([N+](=O)[O-])c(C)cc1-c1ccc(/C=N/NC(=O)Cn2nnnc2N)o1
 : -9, 6, 2, -2, 4, -8.0, 5, 9, -5
[45] COc1cccc(OC)c1C(=O)NC(=S)Nc1cccc(NC(=O)c2ccco2)c1
 : 7, 1, 22, -1, 5, -0.4, -10, 8, -1
[46] Cc1nn(-c2ccccc2)c(C)c1C(=O)OCC(=O)N1c2ccccc2NC(=O)C1(C)C
 : -3, 7, 3, 4, -3, 2.9, 8, -11, -2
[47] CC(NC(=O)c1ccccc1Cl)C(=O)N1CCN(Cc2ccc3c(c2)OCO3)CC1 (configuration not stated)
 : 3, /, -2, -2, 6, /, /, 6, /
[48] O=C(CC1NCCNC1=O)Nc1ccc([N+](=O)[O-])cc1 (configuration not stated)
 : -4, 4, -6, -9, 1, 1.9, 0, -12, 3
[49] CCc1ccc(N(CC(=O)NCc2ccc(OC)cc2)C(=O)CCC(=O)Nc2ccccn2)cc1
 : 5, -1, 6, 3, -1, 1.5, 0, -1, 0
[50] COc1ccccc1CN1C(=O)CN(C2CCCC2)C(=O)C1c1ccc(F)cc1 (configuration not stated)
 : 0, -1, 9, -5, -1, 1.4, -2, 4, -3

(listing goes on)
Each structure is followed by: GLD-1 RNA inh, TPT1 inh, PME-1 inh, PAD4 inh, Bcl-xL primary, MEX-5 binding, GSTO1 inh, MCL1 BIM primary, Fam108B counter
[51] CC1(C)OC(=O)C=C[C@]2(C)[C@H]3CC[C@@]4(C)[C@H](C(=O)O)OC(=O)[C@H]5O[C@]54[C@]3(C)C(=O)C[C@@H]12
 : 1, /, 7, -2, 1, /, /, -2, /
[52] COc1ccc(C(=O)C2CCCN(C(=O)c3cc(C(C)C)no3)C2)cc1F (configuration not stated)
 : 7, -4, 0, -1, 4, -0.6, 0, 10, -2
[53] COc1ccccc1OCCNC(=O)c1ccc(Br)cc1
 : 0, -2, 6, -1, -5, 0.0, -5, -5, 0
[54] CCn1nc(C)cc1C(=O)N1CCCC(N2CCN(c3cccc(Cl)c3)CC2)C1 (configuration not stated)
 : 1, -2, 4, -3, 5, -1.6, 47*, 6, 1
[55] CN1CCN(C2=C(Cl)C(=O)N(Cc3ccccc3)C2=O)CC1
 : 20, -7, -5, 0, 29, -6.0, 1, 32, 0
[56] COc1ccc(/C=C/c2nc(S(=O)(=O)c3ccccc3)c(NCCCN(C)C)o2)cc1OC
 : -7, 1, -4, -2, 0, 4.9, 4, 2, 1
[57] O=C(Nc1nc(-c2ccc(F)c(F)c2)cs1)c1cnccn1
 : -2, -2, 3, 0, 0, -2.4, 6, 3, -6
[58] O=C(Nc1cccs1)Nc1ccccc1Cl
 : 2, -2, 4, -7, 6, 1.5, 13, 7, 4
[59] CCOc1ccccc1NC(=O)COc1coc(CN2CCCc3ccccc32)cc1=O
 : -3, 2, 0, -2, 3, -1.8, 7, -1, 1

High-throughput results deposited in PubChem BioAssay by several laboratories.
